PKM2 act: increases activity of human pyruvate kinase M2 | P14618 | purified PKM2, Kinase-Glo ATP luminescence, activation; response scale: 0% is enzyme alone, no compound | hit rate 0.34% among 260,000 | Potency, µM (doses to about 57.5 µM), for the others: at the top dose activation, actives largely listed as activators; further: potency means the concentration at half of the fitted maximal effect; on the % scale 0 is the no-effect control and ±100 the full control effect; nearly all actives have a fitted effect of over 55% in size
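Purified hPK-M2 (>95% pure) converted ADP (0.1 mM final) to ATP with 0.5 mM PEP in 50 mM imidazole pH7.2, KCl, MgCl2, Tween 20, BSA; 1 h at room temperature. ATP detected by Kinase-Glo luminescence.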
B2AR arrestin: recruits beta-arrestin to the human beta2-adrenergic receptor | P07550 | hit rate 0.02% among 330,000 | beta-arrestin recruitment to beta2AR, cell-based reporter | Potency, µM (highest dose often 46.1 µM), inactives show at the highest dose activation, hits mostly activators;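 further: potency means the concentration at half of the fitted maximal effect; 0% = DMSO controls and full agonism = EC100 isoproterenol or metaproterenol; nearly all actives have a fitted effect of over 65% in size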
BCR signal inh: blocks chronic active B-cell receptor signaling; ABC-DLBCL IkBa-CBG/CBR reporter, luminescence ratio, 4 h; Potency, µM (top dose mostly 46.1 µM), without a hit: at the highest dose ratio change, negative = lower green/red ratio, most hits filed as inhibitors; hit rate 0.05% among 340,000; active means well fitted inhibition curve with a large enough effect in the signal ratio, with a control signal flat, not every such curve was filed as active; inconclusive means small, poorly fitted or top-dose-only effect, or effect the other way, or a change in a side signal; the % refers to the signal ratio;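 further: potency means the concentration at half of the fitted maximal effect; plate controls were basal doxycycline-induced cells for no effect and cells given 10 µM MG132 for full effect; MG132 reads +100%, hits lower the ratio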
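TMD8 human ABC-DLBCL cells with doxycycline-inducible IκBα–green luciferase fusion and unfused red luciferase, in 0.5% FBS medium; compounds up to 46 uM, 4 h at 37C. Green/red luminescence ratio, filter-overlap corrected, fitted to concentration-response curves.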
Integrin act MD: activates integrin-mediated alleviation for muscular dystrophy; alpha7betagal myoblasts, beta-gal FDG fluorescence, 48 h; Potency, µM (highest dose often 38.3 µM), inactives show top-dose activation, most hits filed as activators; hit rate 0.064% among 350,000; AID 624291;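 further: potency means the concentration at half of the fitted maximal effect; 100% = response of the positive control SU9516; nearly all actives have a fitted effect of over 60% in size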
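alpha7betagal+/- myoblasts (passage 13, 250/well) treated 48 h at 37C with compounds at 1:260 dilution of DMSO stock. Lysed, then beta-galactosidase activity read as FDG fluorescence (ex 480/em 540) after 30 min, with pre-read for autofluorescence.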
Coupling enz: counter-screen for Giardia aldolase inhibitors: coupling enzyme system. coupling enzyme system counterscreen, AmpLite Red fluorescence. activity change, negative = inhibition, % at 58.2 µM, hits read low. hit rate 0.67% among 290,000. AID 2472; in the data active means activity change below about -30%; further: on the % scale 0 is the no-effect control and ±100 the full control effect
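Counterscreen lacking aldolase: glyceraldehyde-3-phosphate coupling-enzyme reagent preincubated 10 min at RT with compound (at 57.5 uM final), then substrate/coupling system with AmpLite Red added; fluorescence read at 525/598 nm after 20 min RT.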
ASM inhibitor: inhibitors of human secretory acid sphingomyelinase. P17405. placental ASM, HMU-PC fluorogenic substrate, 60 min. Potency, µM (doses to about 57.5 µM), for the others: top-dose activity change, negative = inhibition, usual class: inhibitors. hit rate 0.006% among 340,000; further: potency means the concentration at half of the fitted maximal effect
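Steps: dispense placental human ASM, pin compound, wait 10 min at room temperature, add HMU-PC0 substrate at 9 uM final, incubate 60 min at 37 °C, add stop solution raising pH to 10, read fluorescence.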
Tb PFK inh: T. brucei PFK enzyme inhibition; hit rate 0.17% among 330,000; T. brucei PFK, ADP-Glo luminescence; O15648; Potency, µM (series often up to 57.5 µM), for inactives: top-dose activity, negative = inhibition, usual class: inhibitors;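 further: potency means the concentration at half of the fitted maximal effect; 0% = uninhibited 1x PFK enzyme wells and -100% = no-enzyme wells; nearly all actives have a fitted effect of over 60% in size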
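Compounds were pin-transferred as a titration series up to 57 uM into substrate buffer (0.5 mM F6P, 0.1 mM ATP, pH 8.0), then 1.25 nM PFK was added and reactions ran 45 min before ADP-Glo detection.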
Giardia kill: Giardia lamblia killing. activity change, % at 7.66 µM, hits read low. Giardia lamblia trophozoite viability. AID 540267. hit rate 0.15% among 340,000; in the data active means activity change below about -80%; inconclusive means between about -30% and that limit;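 further: parasites exposed to compound for two days anaerobically before the ATP read; on the % scale 0 is the no-effect control and ±100 the full control effect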
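Trophozoite viability was measured as ATP-dependent luminescence, read 15-30 min after reagent addition. Before that, parasites at 100 cells/well were exposed to compounds for 48 h, anaerobically, at 37 deg C.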
Menin-MLL TR inh: displaces Texas Red mutant MLL peptide from human menin. Menin + Texas Red MLL mutant peptide, fluorescence polarization. hit rate 0.23% among 270,000. Potency, µM (doses to about 61.6 µM), for inactives: at the highest dose FP activity change, negative = inhibition, hits mostly inhibitors; active means well fitted inhibition curve with a large enough effect in the polarisation, with a control signal flat, not every such curve was filed as active; inconclusive means small, poorly fitted or top-dose-only effect, or effect the other way, or a change in a side signal; inactive means no such curve, though single readings can be large or run the other way; the % refers to the polarisation; further: potency means the concentration at half of the fitted maximal effect; % of control where 0% means no effect; many of its hits are not listed in these tables
Target sequence (O00255 whole entry, looked up): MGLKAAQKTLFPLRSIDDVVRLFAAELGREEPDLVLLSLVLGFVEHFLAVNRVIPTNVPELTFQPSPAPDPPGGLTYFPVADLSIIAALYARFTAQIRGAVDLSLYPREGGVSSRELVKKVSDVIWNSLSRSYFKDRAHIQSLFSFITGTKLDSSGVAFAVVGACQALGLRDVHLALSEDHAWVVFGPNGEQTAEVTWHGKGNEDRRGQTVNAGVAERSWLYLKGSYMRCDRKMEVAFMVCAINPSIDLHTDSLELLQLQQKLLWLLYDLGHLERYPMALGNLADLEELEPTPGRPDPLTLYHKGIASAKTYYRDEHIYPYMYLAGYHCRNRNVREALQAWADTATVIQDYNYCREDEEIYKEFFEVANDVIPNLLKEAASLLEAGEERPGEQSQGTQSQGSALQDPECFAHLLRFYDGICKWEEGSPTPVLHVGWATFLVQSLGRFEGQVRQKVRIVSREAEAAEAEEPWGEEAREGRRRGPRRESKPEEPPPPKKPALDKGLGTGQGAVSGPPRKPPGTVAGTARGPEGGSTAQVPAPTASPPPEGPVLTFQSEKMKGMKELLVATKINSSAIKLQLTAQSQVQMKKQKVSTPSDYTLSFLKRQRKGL
PTAP TSG101 blk: blocks PTAP/TSG101 interaction to inhibit HIV-1 budding; 340,000 tested, under 10 active; Q99816; Fluorescence polarization, FITC-PTAP peptide / Tsg101 binding; Potency, µM (titrated, usually from 115 µM), for the others: at the top dose activity change, negative = inhibition, most hits filed as inhibitors; active means well fitted inhibition curve with a large enough effect in the main read-out, with a control signal flat, not every such curve was filed as active; inconclusive means small, poorly fitted or top-dose-only effect, or effect the other way, or a change in a side signal; inactive means no such curve, though single readings can be large or run the other way; further: potency means the concentration at half of the fitted maximal effect; % of control where 0% means no effect
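Compounds were pin-transferred onto Tsg101 binding domain (10 uM final) in HEPES pH 7.5 buffer, then FITC-PTAP peptide was added at 50 nM final. After 20 min at RT, polarization reported peptide displacement across a qHTS concentration series.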
GALK inhibitor: galactokinase (human) inhibition | Potency, µM (doses to about 57.5 µM), for the others: top-dose activity change, negative = inhibition, actives largely listed as inhibitors | hit rate 0.007% among 270,000 | Purified GALK, Kinase-Glo residual ATP luminescence | P51570; further: potency means the concentration at half of the fitted maximal effect; on the % scale 0 is the no-effect control and ±100 the full control effect
Target sequence (P51570 whole entry, looked up): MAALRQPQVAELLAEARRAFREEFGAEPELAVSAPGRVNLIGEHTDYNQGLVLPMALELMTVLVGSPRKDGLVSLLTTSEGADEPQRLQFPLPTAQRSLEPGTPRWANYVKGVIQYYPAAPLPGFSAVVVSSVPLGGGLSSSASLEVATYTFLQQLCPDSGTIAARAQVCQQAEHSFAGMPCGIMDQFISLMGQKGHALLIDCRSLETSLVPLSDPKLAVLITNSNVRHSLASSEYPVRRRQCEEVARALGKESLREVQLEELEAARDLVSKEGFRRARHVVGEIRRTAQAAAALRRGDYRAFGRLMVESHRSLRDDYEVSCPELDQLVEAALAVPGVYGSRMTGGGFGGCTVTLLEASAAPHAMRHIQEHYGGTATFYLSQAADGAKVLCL
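Quantitative HTS: GALK 5 nM, ATP 35 uM, galactose 100 uM, 1 h room temperature, then luciferase-based ATP detection.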
Numbers without * were called inactive; ? = inconclusive; . = no result given; [ ] = dose if it differs, or a comment. Unless noted, the call rests on the fitted dose curve; in most records, active means well fitted curve in the direction sought with a large enough effect; inconclusive means small, poorly fitted or top-dose-only effect, or another doubt; inactive means no such curve, though single readings can be large; an effect the other way counts as inactive or inconclusive. The list is partial (hit frequency here may not be typical).

SMILES	PKM2 act	B2AR arrestin	BCR signal inh	Integrin act MD	Coupling enz	ASM inhibitor	Tb PFK inh	Giardia kill	Menin-MLL TR inh	PTAP TSG101 blk	GALK inhibitor
COc1cc2nc(CN(CCC(C)C)Cc3nc4cc(OC)c(OC)cc4c(=O)[nH]3)[nH]c(=O)c2cc1OC	0%	0.4%	-9%	-4%	0	-1%	0%	3	-6%	-4%	2%
CCOc1ccc(C(C)NC(=S)NC2CCCCC2)cc1OCC (stereo unspecified)	-2%	4.4%	-5%	9%	2	-3%	-3%	8	1%	0%	0%
COc1cc(C)c(C)cc1S(=O)(=O)N1CCCCC1c1cccnc1 (stereo unspecified)	0%	0.1%	5%	-5%	-2	2%	-10%	4	-8%	0%	-3%
O=C(/C=C/Nc1ccc(S(=O)(=O)Nc2ncccn2)cc1)c1ccc(Cl)c(Cl)c1	2%	-0.6%	?	0%	-1	233%[activator]	-1%	-24	?	12%	-7%
COc1ccc(S(=O)(=O)N2CCCCCC2)cc1C(=O)NCc1ccccc1Cl	.	0.2%	-8%	?	.	-1%	12%	-5	.	-1%	.
CCN(CC)S(=O)(=O)c1ccc(C)c(NC(=O)CNc2cccc(S(=O)(=O)N3CCCC3)c2)c1	.	0.0%	-2%	-40%	.	-3%	1%	6	.	-2%	.
NS(=O)(=O)c1ccc(NC(=O)COC(=O)c2ccco2)cc1	1%	0.1%	2%	10%	1	3%	-3%	3	9%	-6%	-1%
COC(=O)CSC1=C(C#N)C(c2ccc(C)cc2)C2=C(CCCC2=O)N1 (stereo unspecified)	-5%	0.4%	-7%	9%	3	137%[activator]	-7%	-20	9%	-4%	-1%
Cc1cc(C)c2cc(CN(CCCO)S(=O)(=O)c3ccccc3F)c(=O)[nH]c2c1	4%	-0.2%	-13%	-2%	-13	-3%	-8%	16	?	1%	6%
CCc1nc(SCC(=O)NNC(=O)C2CCCCC2)c2ccccc2n1	-1%	0.2%	-3%	-44%[inhibitor]	3	3%	-1%	-7	1%	-1%	0%
Cc1ccc(N2C(=O)CC(N(O)C3CC(=O)N(c4ccc(C)cc4)C3=O)C2=O)cc1 (stereo unspecified)	9%	0.0%	1%	-16%	1	15%	6%	-5	-1%	-6%	1%
Cc1ccc(C(=O)N/C(=C/c2cccc([N+](=O)[O-])c2)C(=O)NCC2CCCO2)cc1 (stereo unspecified)	-7%	0.1%	-1%	-4%	0	1%	-3%	19	4%	-2%	4%
COc1ccc(CCNc2ncnc3cc(OC)c(OC)cc23)cc1OC	1%	-0.2%	?	0%	1	1%	-10%	11	?	-1%	2%
Cc1cccc(NS(=O)(=O)c2cc3c(cc2C)N(C)CCO3)c1	1%	-0.1%	8%	25%	1	0%	1%	-16	-13%	-4%	.
Cc1ccc(NC(=O)CC(O)(C(F)(F)F)C(F)(F)F)c(Br)c1	5%	-0.6%	0%	-33%	2	-2%	-4%	12	27%	-5%	0%
O=c1cc(O)c2c(=O)n(-c3ccccc3)c3c(c2o1)CCCCCC3	-1%	-0.7%	9%	-2%	3	4%	-1%	-13	4%	0%	3%
Cc1cc(C)cc(OCC(=O)N/N=C/c2ccco2)c1	0%	0.2%	0%	0%	3	0%	-4%	?	2%	1%	10%
O=C(C[C@@H]1NS(=O)(=O)OC2CCCCC21)c1ccccc1 (stereo partly specified)	-2%	0.5%	1%	28%	3	2%	0%	-17	-2%	2%	.
O=C(CC1C(=O)NCCN1C(=O)Nc1ccccc1)Nc1cccc(C(F)(F)F)c1 (stereo unspecified)	3%	-0.3%	-7%	1%	-3	-9%	-3%	31[activator]	-1%	-7%	0%
Cc1ccc(S(=O)(=O)NCCC(=O)N2CCOCC2)cc1C	.	-0.4%	-1%	12%	.	3%	0%	-7	.	-1%	.
CCOc1ccc(-c2c(C(=O)N/N=C/c3ccccc3)nnn2-c2nonc2N)cc1	4%	-0.4%	11%	13%	-3	0%	-6%	-4	.	-10%	-3%
COc1ccc(Nc2nc(-c3cccs3)cs2)cc1	0%	0.2%	1%	-3%	1	-1%	-3%	-7	?	-2%	3%
Cc1cnc(NC(=O)Cn2cnc3c2c(=O)n(C)c(=O)n3C)s1	14%	0.0%	0%	0%	-1	2%	-2%	-13	.	-3%	7%
O=C(CC12CC3CC(CC(C3)C1)C2)NCC(c1ccc(F)cc1)N1CCOCC1 (stereo unspecified)	1%	-0.2%	-2%	-12%	1	-1%	1%	-2	-15%	0%	11%
CN(Cc1ccsc1)C(=O)CCc1nnc(CCCc2ccccc2)o1	-6%	0.0%	?	11%	1	-1%	-4%	-17	-10%	-2%	0%
COc1ccc(N(CC(=O)N2CCCCCC2)S(C)(=O)=O)cc1Cl	-1%	-0.1%	0%	-20%	3	0%	3%	6	-24%	0%	2%
O=C(COC(=O)c1cc(Cl)ccc1O)Nc1cc(C(F)(F)F)ccc1N1CCOCC1	.	-0.4%	-3%	-12%	.	50%	2%	3	.	-2%	.
Cc1cccc(C)c1OCc1cc(C(=O)NCc2ccc(Cl)s2)no1	.	-0.3%	4%	0%	2	0%	2%	-7	-14%	0%	-3%
O=C(COC(=O)c1cccc(S(=O)(=O)N2CCOCC2)c1)Nc1ccc2c(c1)OCO2	4%	-0.3%	?	-22%	1	2%	3%	5	6%	-3%	8%
CCc1nnc(NC(=O)CN2CCN(Cc3ccccc3C)CC2)s1	0%	-0.3%	0%	-18%	0	3%	0%	-15	-12%	-7%	4%
CCOc1ccccc1CNC(=O)Cn1ccc2cc(S(=O)(=O)N3CCC(C)CC3)ccc21	.	2.9%	7%	-8%	2	-2%	6%	10	17%	-1%	-1%
Cc1ccc(Cl)cc1Nc1nc(-c2sc(NC(=O)C(C)(C)C)nc2C)cs1	-1%	-0.2%	?	17%	-2	3%	-3%	-11	?	2%	-1%
O=C(NCc1ccncc1)c1cc(-c2ccc(Cl)cc2)oc1C(F)(F)F	-2%	-0.5%	?	-36%	0	3%	0%	4	.	-3%	.
COc1ccccc1/C=C/C1(C(=O)NC2CCCC2)CC(=O)N1c1ccccc1 (stereo unspecified)	-1%	0.6%	?	-21%	0	0%	-2%	11	.	-3%	-2%
O=C(CN(C(=O)C1COc2ccccc2O1)c1ccccc1)NCC1CCCO1 (stereo unspecified)	-3%	0.3%	-1%	-11%	-1	1%	3%	1	-3%	-3%	3%
Cc1ccc(OCCNC(=O)Cn2cnc3c(=O)n(C)c(=O)n(C)c32)cc1C	3%	-0.4%	-4%	-18%	1	0%	0%	0	-3%	-8%	-2%
O=C(NCCOc1ccccc1)c1ncn[nH]1	-9%	0.2%	-1%	31%	5	6%	-3%	-6	3%	-5%	0%
O=Cc1cn(CC(=O)N2CCCCC2)c2ccccc12	-5%	-0.8%	-1%	-1%	2	5%	0%	-6	-6%	-3%	1%
COc1cccc(-n2nnnc2SCC(=O)Nc2cccc(NC(C)=O)c2)c1	12%	-0.1%	?	5%	4	-8%	-2%	-8	6%	-2%	0%
Cc1cc(C)c(S(C)(=O)=O)c(Oc2cccc(C(F)(F)F)c2)n1	0%	0.0%	?	-4%	0	-2%	-6%	15	1%	-1%	1%
CCN1CCN(c2cc(C)c3cc(NC(=O)c4ccc(Br)o4)ccc3n2)CC1	3%	2.9%	?	-46%[inhibitor]	16	3%	2%	12	0%	-4%	3%
CC(Oc1ccc(Br)cc1)C(=O)NCC1(N2CCCCC2)CCCCC1 (stereo unspecified)	.	-0.1%	-1%	14%	.	5%	2%	-9	.	0%	.
O=C1C(CSCc2ccccc2)NC(=S)N1c1ccccc1 (stereo unspecified)	-19%	-1.5%	-2%	0%	-6	-1%	-3%	-18	.	-2%	-3%
CC(=O)Nc1ccc(S(=O)(=O)NCCC(=O)Nc2cccc(Cl)c2)cc1	.	-0.2%	?	9%	0	-2%	-8%	19	2%	-3%	-4%
C=CCNC(=O)C1CCC(=O)N1S(=O)(=O)c1ccc(C)cc1 (stereo unspecified)	0%[11.5 µM]	0.3%	-1%	20%	4	6%	0%	-19	3%	-7%	-3%

Two records drawn at random from those above, as already listed:
SMILES	PKM2 act	B2AR arrestin	BCR signal inh	Integrin act MD	Coupling enz	ASM inhibitor	Tb PFK inh	Giardia kill	Menin-MLL TR inh	PTAP TSG101 blk	GALK inhibitor
C=CCNC(=O)C1CCC(=O)N1S(=O)(=O)c1ccc(C)cc1 (stereo unspecified)	0%[11.5 µM]	0.3%	-1%	20%	4	6%	0%	-19	3%	-7%	-3%
Cc1cc(C)c(S(C)(=O)=O)c(Oc2cccc(C(F)(F)F)c2)n1	0%	0.0%	?	-4%	0	-2%	-6%	15	1%	-1%	1%
